Source: PubChem
GPR35 antagonists: GPR35 antagonists blocking zaprinast-driven arrestin recruitment, primary screen, imaging, U2OS, beta-arrestin-GFP, zaprinast agonist (AID 2058). U2OS GPR35 beta-arrestin-GFP translocation imaging, zaprinast antagonism; higher % means a stronger effect. inhibition, % at 10 µM; hits with a dose series show IC50 in µM. 290,000 tested, 0.052% active;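 active = inhibition of at least 50% with at least 30 cells and total cytoplasm GFP at most 10,000,000; inconclusive = under 30 cells or total GFP of 10,000,000 plus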
Dengue-2 NS5 capping: Dengue-2 NS5 methyltransferase inhibitors, primary screen, biochemical, confirmation dose response (AID 588689); inhibition, % at 25 µM; hits with a dose series show IC50 in µM; 340,000 tested, 0.3% active; Dengue-2 NS5 methyltransferase capping enzyme assay, biochemical; higher % means a stronger effect; in the data active = a potency from the dose series; inconclusive = inhibition above about 29% without an active follow-up result
MgcRacGAP inhibition: MgcRacGAP GTPase-activating activity inhibitors, confirmation, biochemical, ADP Hunter fluorescence. MgcRacGAP-stimulated Rac1 GTP hydrolysis, ADP Hunter fluorescence; higher % means a stronger effect; GST-tagged Rac1 F28L mutant substrate. inhibition, % at 30 µM; hits with a dose series show IC50 in µM. 340,000 tested, 0.6% active;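 active = first-screen hits whose inhibition reached a set limit at any dose in the follow-up dose series; inconclusive = inhibition above the set first-screen limit but never retested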;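 note: fluorescence reports GDP produced by GAP-driven GTP hydrolysis; strong numbers were not always called active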
SV40 large T antigen: SV40 large T antigen inhibitors, biochemical (AID 1903) | SV40 large T antigen ATPase/helicase inhibition assay; higher % means a stronger effect | 310,000 tested, 0.39% active | one-dose inhibition, % at 20 µM; IC50 in µM for titrated hits; in the data active = a potency from the dose series; inconclusive = inhibition mostly from about 32% at the one dose, without a potency; inactive = the rest, 99 in 100 with inhibition below about 32%; note: strong numbers were not always called active
LYP inhibition: inhibitors of LYP phosphatase, biochemical, fluorescence intensity, uHTS (AID 1779); one-dose inhibition, % at 11.5 µM; IC50 in µM for titrated hits; recombinant LYP phosphatase, fluorescence intensity; higher % means a stronger effect; 290,000 tested, 0.054% active; in the data active = inhibition above about 50%;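 note: plate controls were vehicle with enzyme for no effect and no enzyme for full effect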
ER stress rescue: protection against thapsigargin-triggered cell killing – 384-well, CSM14.1, ATP luminescence, primary screen (AID 1222). CSM14.1 thapsigargin-induced death rescue, ATP luminescence; higher % means a stronger effect. cellular ATP content (survival), % at 20 µM, or EC50 in µM where a hit was titrated. 190,000 tested, under 10 active;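 active = EC50 below 50 µM in the dose-response confirmation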;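 note: death triggered by thapsigargin at about 15 µM added after 2 h compound pretreatment; cell ATP read after overnight thapsigargin exposure of roughly 18 to 22 hours; normalized against plate controls of thapsigargin alone and 5% DMSO vehicle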
PhoP inhibition: inhibitors of PhoP regulon expression, primary screen, Salmonella Typhimurium, GFP reporter (AID 1863); S. Typhimurium PhoP-regulated promoter GFP reporter, 4 h; higher % means a stronger effect; one-dose inhibition, % at 50 µM; IC50 in µM for titrated hits; 300,000 tested, 0.16% active;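 active = inhibition over 29.93%, a cutoff 3 SD above the screen mean, later confirmed by dose response; inconclusive = inhibition over 29.93% but no dose response follow-up; inactive = inhibition at most 29.93% or unconfirmed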;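 note: 0% = low Mg2+ inducing control and 100% = high Mg2+ repressing control; strong numbers were not always called active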
West Nile antiviral: inhibition of WNV-induced cytopathic effect – cell-based, CPE readout (AID 1621) | West Nile virus-infected cells, CPE inhibition; higher % means a stronger effect | CPE inhibition, % at 10 µM; hits with a dose series show IC50 in µM | 290,000 tested, 0.02% active; in the data active = a potency from the dose series; inconclusive = CPE inhibition mostly from about 3.7% at the one dose, without a potency; inactive = the rest, 99 in 100 with CPE inhibition below about 2.2%; note: strong numbers were not always called active
RSV CPE inhibition: RSV antiviral activity via CPE protection, HEp-2 cells, primary 10 µM value included (AID 2391); HEp-2 cells, RSV-induced CPE inhibition; higher % means a stronger effect; CPE inhibition, % at 10 µM; hits with a dose series show IC50 in µM; 310,000 tested, 0.13% active; in the data active = a potency from the dose series; inconclusive = CPE inhibition mostly from about 23% at the one dose, without a potency; inactive = the rest, 99 in 100 with CPE inhibition below about 21%; note: strong numbers were not always called active
An asterisk follows results filed as active; ? = inconclusive; . = not tested or not shown.

#	SMILES	GPR35 antagonists	Dengue-2 NS5 capping	MgcRacGAP inhibition	SV40 large T antigen	LYP inhibition
1	O=C(NCCN1CCCC1)c1cccc(Cl)c1	11%	-2%	11%	5%	-5%
2	O=C(O)C1(NS(=O)(=O)c2ccc(F)c(Cl)c2)CCCCC1	16%	-10%	2%	-6%	-12%
3	C=CCSc1nnc(CNC(=O)c2ccc(Cl)cc2)n1CC	-11%	-6%	6%	2%	-10%
4	O=C(NC1CCN(C(=S)Nc2ccc(F)cc2)CC1)c1ccco1	8%	4%	2%	2%	-11%
5	Cc1cc(=O)[nH]c2ccc(S(=O)(=O)Nc3ccc(O)cc3)cc12	9%	.	?	7.5µM*	-2%
6	COc1ccc(S(=O)(=O)N(CC(=O)NCc2ccco2)c2ccccc2)cc1	-2%	-2%	2%	0%	-8%
7	Cc1cccc(NC(=O)/C(=C\c2ccc([N+](=O)[O-])o2)NC(=O)c2ccc(Cl)cc2)c1	5%	.	5%	15%	2%
8	COC(=O)c1sc(NC(=O)c2ccc(OC)cc2OC)nc1C	.	3%	7%	.	.

#	ER stress rescue	PhoP inhibition	West Nile antiviral	RSV CPE inhibition
1	0.6%	1%	0.1%	-0.2%
2	-2.5%	2%	0.1%	0.0%
3	0.7%	5%	-0.5%	3.3%
4	.	4%	-0.5%	-1.2%
5	.	-8%	-0.5%	-0.7%
6	1.7%	10%	0.1%	1.0%
7	0.5%	-10%	-0.7%	0.5%
8	.	.	-0.8%	1.6%

Rewritten as tab-separated lines: part of the list above
cpd	smiles	GPR35 antagonists	Dengue-2 NS5 capping	MgcRacGAP inhibition	SV40 large T antigen	LYP inhibition	ER stress rescue	PhoP inhibition	West Nile antiviral	RSV CPE inhibition
1	O=C(NCCN1CCCC1)c1cccc(Cl)c1	11%	-2%	11%	5%	-5%	0.6%	1%	0.1%	-0.2%
2	O=C(O)C1(NS(=O)(=O)c2ccc(F)c(Cl)c2)CCCCC1	16%	-10%	2%	-6%	-12%	-2.5%	2%	0.1%	0.0%
3	C=CCSc1nnc(CNC(=O)c2ccc(Cl)cc2)n1CC	-11%	-6%	6%	2%	-10%	0.7%	5%	-0.5%	3.3%
4	O=C(NC1CCN(C(=S)Nc2ccc(F)cc2)CC1)c1ccco1	8%	4%	2%	2%	-11%	.	4%	-0.5%	-1.2%
5	Cc1cc(=O)[nH]c2ccc(S(=O)(=O)Nc3ccc(O)cc3)cc12	9%	.	?	7.5µM*	-2%	.	-8%	-0.5%	-0.7%

Fetched by compound from the list above:
#	SMILES	GPR35 antagonists	Dengue-2 NS5 capping	MgcRacGAP inhibition	SV40 large T antigen	LYP inhibition
4	O=C(NC1CCN(C(=S)Nc2ccc(F)cc2)CC1)c1ccco1	8%	4%	2%	2%	-11%
2	O=C(O)C1(NS(=O)(=O)c2ccc(F)c(Cl)c2)CCCCC1	16%	-10%	2%	-6%	-12%

#	ER stress rescue	PhoP inhibition	West Nile antiviral	RSV CPE inhibition
4	.	4%	-0.5%	-1.2%
2	-2.5%	2%	0.1%	0.0%

The results go on.
#	SMILES	GPR35 antagonists	Dengue-2 NS5 capping	MgcRacGAP inhibition	SV40 large T antigen	LYP inhibition
9	CCCc1n[nH]c2c1C(=O)CC(C)(C)C2	7%	-1%	9%	15%	-4%
10	Cc1ccc(CNC(=O)COc2ccc(C(=O)c3ccc(F)cc3)cc2)cc1	2%	-6%	0%	7%	2%
11	Cc1ccc(NS(=O)(=O)c2csc(C(N)=O)c2)c(C)c1	-12%	2%	10%	13%	-6%
12	CSc1ncccc1C(=O)OCC(=O)c1ccccc1Br	1%	-4%	5%	4%	-5%
13	Cc1[nH]nc(N2CCCCCC2)c1[N+](=O)[O-]	2%	1%	1%	12%	0%
14	CC1CCc2[nH]c3ccc(C(=O)N(C)CC(=O)Nc4cccc(F)c4)cc3c2C1 (stereo not drawn)	.	-10%	3%	11%	.
15	NC(=O)C1CCN(CC(=O)c2c[nH]c3ccc(F)cc23)CC1	6%	-4%	12%	1%	-3%
16	O=C(NCCCc1ccc(F)cc1)C1CCC(=O)N(CCN2CCOCC2)C1 (stereo not drawn)	14%	-4%	7%	30%	-8%
17	O=S(=O)(c1ccc(Br)cc1)N1CCCc2ccccc21	14%	-11%	11%	1%	-5%

#	ER stress rescue	PhoP inhibition	West Nile antiviral	RSV CPE inhibition
9	-1.8%	-6%	0.1%	0.6%
10	-1.1%	6%	-0.8%	1.3%
11	.	8%	0.0%	19%
12	-0.1%	10%	-0.5%	0.1%
13	-1.5%	14%	-0.1%	5.0%
14	.	-2%	.	16%
15	-3.6%	6%	-0.5%	0.5%
16	.	0%	0.2%	1.4%
17	.	4%	0.3%	8.7%

Outcome played no part in choosing rows; about 1.5% have a hit in one of these screens.
